TTR transcr act = TTR transcription activation, primary screen; AID 1117267; SH-SY5Y TTR promoter Gaussia luciferase, luminescence; 100% = recombinant luciferase protein wells; hit rate 1.3% among 92,000; activation, % at 16.7 µM;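 active = activation above the mean of all tested compounds plus 3 SD, cut at about 9.5% in these data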;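 note: cells exposed to compounds for one day before reading; 0% = median of all test compound wells on the plate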
The depositor's hits bear a star.

SMILES	TTR transcr act
O=C1CCC(C(=O)N(CCO)Cc2ccccc2)CN1CCc1cccc(F)c1 (stereo not drawn)	-1.1
Cc1ccnc(NS(=O)(=O)c2cc(C(F)(F)F)ccc2Cl)c1	-0.7
Cc1cc(C(=O)Nc2ccc(Cl)c(S(=O)(=O)N3CCOCC3)c2)c2ccccc2n1	1.9
COc1ccc(OC)c(CNC(=O)CCCc2cn(C)c3ccccc23)c1	0.3
CC1CN(c2sc(S(C)(=O)=O)nc2S(=O)(=O)c2ccc(Cl)cc2)CC(C)O1 (stereo not drawn)	-0.1
O=C(CCn1cnc2ccccc21)N/N=C/C=C/c1ccccc1	0.0
Oc1ccc(N=Nc2ccccc2)o1	0.0
COC(=O)c1ccc(NC(=O)Cn2nnc3ccccc32)cc1	-3.5
CCN(C(=O)COc1ccc(C)cc1OC)c1cccc2ccccc12	0.2
CCc1cc2ccc(OC)cc2nc1SCC(=O)Nc1cc(C)on1	4.9
COc1ccc(CN(C2CC2)S(=O)(=O)c2ccccc2Br)cc1	-2.5
Cc1nc(NC(=O)C(C)Oc2cccc(Cl)c2)sc1C(=O)N(C)C (stereo not drawn)	2.6
O=C(Cc1cccs1)Nc1nc2c(ccc3ccccc32)s1	-0.2
Cc1ccc(NC(=O)CNC(c2ccccc2)c2ccccc2)c(F)c1	-1.8
CC(=O)n1cc(CO)c2ccccc21	3.6
COCCCN(C(=S)NC(=O)c1ccc(Br)cc1)c1c(N)n(Cc2ccccc2)c(=O)[nH]c1=O	-1.3
COC(=O)C[C@H]1C=C[C@H](NC(=O)c2ccc(F)cc2)[C@@H](CO)O1	2.4
Cn1c(=O)c2c(-c3ccccc3)n(-c3ccc(N)cc3)cc2n(C)c1=O	-1.5
CCS(=O)(=O)Nc1cccc(C2=NN(S(=O)(=O)c3ccc(F)cc3)C(c3cccs3)C2)c1 (stereo not drawn)	-1.0
CN(Cc1ccccc1)c1ccc(S(=O)(=O)N2CCOCC2)cn1	3.0
O=C(/C=C\Nc1ccc2c(c1)OCO2)c1ccc(Cl)s1	1.2
O=C(NCc1ccccn1)c1cccc(S(=O)(=O)N2CCCCC2)c1	1.9
O=C1CCN(Cc2ccccc2)CCN1[C@H](CO)Cc1ccccc1	-1.6
CC(C)=NOc1nc(NC(=O)NS(=O)(=O)c2ccccc2Cl)nc(N(C)C)n1	7.6
COCCCNC(=O)C[C@H]1C[C@@]2(C(=O)OC)C(=C[C@H](C3CCCC3)O[C@@H]2C)N(Cc2ccco2)C1=O	-0.3
O=C(O)/C=C/C(=O)NCCNc1ncc(C(F)(F)F)cc1Cl	1.3
Cc1c(CNC(=O)c2cnn3c2NC(c2ccccc2)CC3C(F)(F)F)cnn1C (stereo not drawn)	-0.7
O=C(Nc1ccc2c(c1)C(=O)NC2=O)c1ccccc1	3.7
CN(C)c1ccc(CNC2C3CC4CC(C3)CC2C4)cc1 (stereo not drawn)	-1.3
O=C(O)C1CCN(S(=O)(=O)c2ccc3[nH]ccc3c2)CC1	6.5
NS(=O)(=O)c1cccc(NC(=O)CCS(=O)(=O)c2ccc(Cl)cc2)c1	2.6
Cc1cc(C)cc(N(C(=O)c2cccs2)C2C=CS(=O)(=O)C2)c1 (stereo not drawn)	0.4
COc1ccc(OCCN2CCC(C(=O)NC(c3ccc(Cl)cc3)c3cccnc3)CC2)cc1 (stereo not drawn)	1.2
CCc1nc2c(OCc3cccc(OC)c3)cccn2c1N(C)C(=O)C(C)C	3.8
CC(=O)N1CCN(c2ccc(NC(=O)C(C)Oc3ccc(Cl)cc3Cl)cc2)CC1 (stereo not drawn)	-2.2
COc1ccc(C(=O)N[C@H](C(=O)NCc2ccccc2)C(C)C)cc1	-0.5
Cc1cc(C)cc(OCC(=O)Nc2cccc(-c3nc4ncccc4o3)c2)c1	-2.3
C=CCn1c(Oc2ccccc2)nc2c1c(=O)n(C)c(=O)n2C	3.4
CC(NS(=O)(=O)c1c(N)n(C)c(=O)n(C)c1=O)c1ccccc1 (stereo not drawn)	-0.1
O=C(COC(=O)c1cccnc1Cl)Nc1ncc(Cl)cc1Cl	-1.3
COc1cccc(NC(=O)Nc2c(-c3ccc(F)cc3)nc3ncccn23)c1	0.5
CN(C)CC1CCC/C(=C\c2ccc(OC(=O)c3ccc(Cl)cc3)cc2)C1=O (stereo not drawn)	-0.4
CC1Cc2nc(SCC(N)=O)n(C)c(=O)c2S1 (stereo not drawn)	3.6
O=C(Cc1ccccc1)NCc1ccc2c(c1)OCO2	-0.9
CCOC(=O)Cc1csc(NC(=O)c2cccs2)n1	0.5
CC(=O)Nc1sc2c(c1-c1nc3ccccc3s1)CCN(C(C)=O)C2	-2.2
Cc1cc(C(=O)N/N=C/c2cccnc2)c(C)o1	-2.1
CCCCNC(c1ccccc1)c1ccncc1 (stereo not drawn)	0.6
C=CCNc1nc(-c2cccs2)c(CC(=O)O)s1	-1.8
Cn1c2c(c(=O)n(C)c1=O)C(c1ccccc1Cl)CC(=O)N2 (stereo not drawn)	-1.6
COc1ccc(/C=C2\CCn3c2nc2cc(C(=O)O)ccc2c3=O)cc1O	-1.9
CC[C@]12c3[nH]c4ccc(OC)cc4c3CCN1C(=O)C(CC(=O)NCCCn1ccnc1)C[C@@H]2C(=O)N1CCN(C(=O)c2ccco2)CC1 (stereo partly drawn)	2.9
Cc1nnc(N(C)C(=O)c2ccccn2)s1	-1.5
COc1ccc(Cn2ccc3ccc(-c4ccc5ccn(Cc6cccc(F)c6)c5c4)cc32)cc1	0.1
CC(=O)NC(c1cccs1)c1cc(Cl)c2ccccc2c1O (stereo not drawn)	3.3
CCOC(=O)C1=C(C)N(c2ccccc2)C(=O)/C1=C\c1ccco1	0.0
S=C(NC1CCCC1)N1CCN(c2ccc(Cl)cc2)CC1	-0.9
CCOC(=O)Cc1nnc(NC(=O)CSc2ccc(Cl)cc2)s1	1.5
CN(C)CCCNc1nc2cc(-c3cnn(C)c3)sc2c(=O)n1C	0.8
Nc1cc(Nc2ccc(Br)cc2)nc(N)n1	1.2

14 compounds already listed, ordered by count of non-hydrogen atoms, rising:
SMILES	TTR transcr act
Nc1cc(Nc2ccc(Br)cc2)nc(N)n1	1.2
CC1Cc2nc(SCC(N)=O)n(C)c(=O)c2S1 (stereo not drawn)	3.6
Cc1cc(C(=O)N/N=C/c2cccnc2)c(C)o1	-2.1
CCOC(=O)Cc1csc(NC(=O)c2cccs2)n1	0.5
O=C(Cc1ccccc1)NCc1ccc2c(c1)OCO2	-0.9
S=C(NC1CCCC1)N1CCN(c2ccc(Cl)cc2)CC1	-0.9
Cn1c2c(c(=O)n(C)c1=O)C(c1ccccc1Cl)CC(=O)N2 (stereo not drawn)	-1.6
CCOC(=O)Cc1nnc(NC(=O)CSc2ccc(Cl)cc2)s1	1.5
CCOC(=O)C1=C(C)N(c2ccccc2)C(=O)/C1=C\c1ccco1	0.0
CC(=O)Nc1sc2c(c1-c1nc3ccccc3s1)CCN(C(C)=O)C2	-2.2
COc1ccc(/C=C2\CCn3c2nc2cc(C(=O)O)ccc2c3=O)cc1O	-1.9
COc1cccc(NC(=O)Nc2c(-c3ccc(F)cc3)nc3ncccn23)c1	0.5
COc1ccc(Cn2ccc3ccc(-c4ccc5ccn(Cc6cccc(F)c6)c5c4)cc32)cc1	0.1
CC[C@]12c3[nH]c4ccc(OC)cc4c3CCN1C(=O)C(CC(=O)NCCCn1ccnc1)C[C@@H]2C(=O)N1CCN(C(=O)c2ccco2)CC1 (stereo partly drawn)	2.9

3 entries from above, sorted by the value under TTR transcr act, low to high:
structure,TTR transcr act
O=C1CCN(Cc2ccccc2)CCN1[C@H](CO)Cc1ccccc1,-1.6
CN(C)CC1CCC/C(=C\c2ccc(OC(=O)c3ccc(Cl)cc3)cc2)C1=O (stereo not drawn),-0.4
COc1ccc(OC)c(CNC(=O)CCCc2cn(C)c3ccccc23)c1,0.3

Continuation.
SMILES	TTR transcr act
O=c1cc(N2CCN(c3cccc(C(F)(F)F)c3)CC2)[nH]c(=O)n1-c1ccccc1	2.8
COc1ccccc1NC(=O)Nc1ccc(N2CCOCC2)cc1	-1.9
COc1ccccc1C(=O)NC1CCCCN(Cc2ccc(Cl)cc2)C1=O (stereo not drawn)	-0.1
C[C@@H]1CN([C@H](C)CO)C(=O)CCCn2nncc2CO[C@H]1CN(C)Cc1cccnc1	0.3
O=C(CCc1nnc(CCCc2ccccc2)o1)NCCc1ccccc1	0.8
COc1ccc(OC)c(NC(=S)N(CCc2c(C)[nH]c3ccccc23)Cc2cccs2)c1	-0.9
COc1ccccc1-c1sc2cc3c(cc2c1C#Cc1cncn1C)OCO3	-3.5
CCCCOC(=O)C(C#N)c1nc2ccccc2nc1N1CCN(Cc2ccc3c(c2)OCO3)CC1 (stereo not drawn)	0.8
Cc1onc(-c2ccccc2)c1C(=O)NC(C)C1CCCO1 (stereo not drawn)	-0.3
COc1ccc(-c2coc(CCC(=O)N3CCN(c4cc(C)ccc4C)CC3)n2)cc1	3.8
Cc1cccc(CCNC(=O)C2CCCN(c3ncnc4c3nc3n4CCCCC3)C2)c1 (stereo not drawn)	-2.6
CC12CC3(C)CC(C)(C1)CC(C(N)=O)(C2)C3	-0.9
Cc1ccc(C(=O)N2CCN(c3ccc([N+](=O)[O-])cc3-n3cccc3)CC2)cc1	-1.6
C=CCN1C(=O)CN=C1Nc1cc(C)cc(C)c1	-1.1
CCOC(=O)Nc1nc(-c2ccc(F)cc2F)cs1	1.7
O=[N+]([O-])c1cc(C=Nc2ccc3ccccc3c2)ccc1Br	1.3
NC(=O)Nc1ccc(C(=O)OCC(=O)Nc2ccc(Cl)cn2)cc1	-0.1
O=C1CC(c2ccccc2)=C(c2ccccc2)C1c1ccccc1 (stereo not drawn)	-3.2
COc1c(O)ccc(/C=N\NC(=O)c2ccc3c(c2)OCO3)c1[N+](=O)[O-]	-1.5
COC(=O)Cn1ccc2cc(S(=O)(=O)N3CCCCCC3)ccc21	3.5
COc1c(O)c(O)c2oc(-c3ccccc3)cc(=O)c2c1OC	2.8
CCN1CCN(c2ccc(S(=O)(=O)N3CCCCC3)cc2NC(=O)c2cccc(F)c2)CC1	-0.5
CCC[C@@H](CN1CCC[C@H]1CN1C(N)=NC[C@H]1CC(C)C)N1C[C@@H]([C@H](C)CC)N(CCc2ccc(Cl)c(Cl)c2)C1=N	-0.9
Cc1cccc(N/C(=N\S(=O)(=O)c2ccccc2)C(F)(F)F)c1	2.3
COC(=O)[C@@]1(Sc2ccc(C)cc2)CC(=O)N(c2cccc(SC)c2)[C@@H]1c1ccccc1	-2.0
COc1ccc(C(=O)O/N=C(\N)c2ccccc2)cc1	0.0
O=C(Cc1cccs1)N/N=C/C=C/c1ccco1	1.0
CCOc1ccc(S(=O)(=O)NCC(=O)N(C)Cc2cccnc2)cc1	3.0
CCc1cccc(C)c1N1C(=O)CN(Cc2ccccc2)C1=S	7.8
Cc1ccc(CN(C)C(=O)C2CCC(=O)N(CCc3ccccc3)C2)o1 (stereo not drawn)	-1.7
CCOC(=O)N(C)C[C@@H]1OCc2cnnn2CCCC(=O)N([C@H](C)CO)C[C@H]1C	-0.8
CCOC(=O)/C(C(N)=NCC(C)C)=C(/O)c1ccccc1	2.3
CCOC(=O)c1nn(-c2ccc(F)cc2)c2nc(-c3ccccc3)c(C#N)c(=O)n12	0.7
O=C(O)CCn1cc(-c2ccc(Cl)cc2)nc1-c1ccncc1	1.3
FC(F)(F)c1cccc(-c2nnc3ccc(C(F)(F)F)cn23)c1	0.6
COCCN1C(=O)c2ccc(C(=O)O)cc2C1=O	-1.0
O=C(CCN1CCN(c2ccc(F)cc2)CC1)Nc1ccc(F)cc1	-1.1
CCOC(=O)C1CCCCN1S(=O)(=O)c1ccc2c(c1)CC(C)N2C(=O)C1CCC1 (stereo not drawn)	-1.5
Cc1ccc(C(F)(F)F)cc1NC(N)=S	2.4
COc1ccc(/C=N/NC(=O)CCc2n[nH]c(=O)[nH]c2=O)cc1O	1.1
O=c1[nH]n(-c2ccc(Cl)cc2)c2ncccc12	14.0*
CCCc1nnc(NC(=O)NCCN2C(=O)C3C4C=CC(C4)C3C2=O)s1 (stereo not drawn)	-0.7
COc1ccc(OC)c(S(=O)(=O)Nc2cc(C(=O)O)ccc2N2CC3CC(C2)c2cccc(=O)n2C3)c1 (stereo not drawn)	-1.4
O=C1CC2CC1C(C(=O)O)C2C(=O)O (stereo not drawn)	-0.3
O=C1NCCc2c1[nH]c1ccccc21	-0.8
COC(=O)C(Cc1c[nH]c2ccccc12)NC(=O)c1ccccc1Br (stereo not drawn)	-1.8
CN1CCN(C(=S)Nc2cc(S(=O)(=O)N3CCOCC3)ccc2Cl)CC1	0.5
Nc1ncnc(Nc2ccc(F)c(Cl)c2)n1	-1.7
Cc1ccc(C(C)C)c(OCC(=O)Nc2ccc(Cl)cn2)c1	2.7
CC(C)Cc1nnc(NC(=O)c2cc(S(=O)(=O)N(C)C)ccc2N2CCCC2)s1	-0.6
COc1ccc2c(c1)C(c1ccc([N+](=O)[O-])cc1)=NNC(c1ccco1)=N2	4.9
C[C@@H]1CN([C@@H](C)CO)C(=O)CCCn2nncc2CO[C@H]1CN(C)Cc1ccc(-c2ccccc2)cc1	-0.1
CO[C@@H]1CN(C)C(=O)c2ccc(NC(=O)C3CCCC3)cc2OC[C@@H](C)N(Cc2ccc(F)cc2)C[C@H]1C	1.4
Cn1c(SCc2ccc(Br)cc2)nnc1-c1ccncc1	0.0
Cc1ccc(S(=O)(=O)N2CCCCC2C(=O)Nc2ccc(N(C)C)cc2)cc1 (stereo not drawn)	-0.9
CCOC(=O)c1c(C)[nH]c(C)c1S(=O)(=O)N(C)CC(=O)Nc1cc(C)ccc1OC	-2.1
C[C@H](NC(=O)C[C@@H]1C=C[C@@H](NC(=O)CN2CCOCC2)[C@@H](CO)O1)c1ccccc1	-0.2
CCOC(=O)c1c(NC(=O)CSC(=S)N(C)C)sc(C)c1C	-0.9
O=c1c2cc(Br)ccc2nc(-c2cccc(C(F)(F)F)c2)n1O	-4.7
COC(=O)[C@@]12CCCCN1[C@H](c1ccc(-c3ccc(Cl)c(Cl)c3)c(OC)c1)[C@@H]1C(=O)N(C)C(=O)[C@@H]12	-1.7
Cc1cc(C(=O)NNc2ccccc2F)no1	0.0
COc1cccc(C2=NO[C@@H]3C(=O)N(c4ccc5c(c4)OCCO5)C(=O)[C@H]23)c1OC	-0.7
CCN1C(=O)/C(=C/C=C2/Sc3ccc4ccccc4c3N2CCO)SC1=S	-1.2

Some of the compounds tested. The share of hits here may be higher or lower than overall.
